Screens (PubChem BioAssay)
UTI89 phage lysis: inhibition of K1F phage lysis, E. coli UTI89, bacterial capsule biogenesis inhibitors, alamar blue (AID 488966); E. coli UTI89 K1F phage lysis, alamar blue, 2 h; higher % means a stronger effect; one-dose inhibition, % at 100 µM; IC50 in µM for titrated hits; 340,000 tested, 0.02% active;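 active means phage lysis inhibition, versus mean bacterial control, above a set limit; inconclusive means no clear call, values can overlap the other calls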;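 further: capsule biogenesis inhibitors block K1F phage lysis so surviving cells raise fluorescence; higher fluorescence means more inhibition of phage lysis; actives were called in the ten point dose series up to 300 µM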
Large T inhibition: SV40 large T antigen inhibitors, biochemical (AID 1903). SV40 large T antigen ATPase/helicase inhibition assay; higher % means a stronger effect. one-dose inhibition, % at 20 µM; IC50 in µM for titrated hits. 310,000 tested, 0.39% active; in the data active means a potency from the dose series; inconclusive means inhibition mostly from about 32% at the one dose, without a potency; inactive means the rest, 99 in 100 with inhibition below about 32%; further: strong numbers were not always called active
RSV antiviral HEp-2: inhibition of RSV-induced cytopathic effect – HEp-2 cells, primary 10 µM value included (AID 2391) | HEp-2 cells, RSV-induced CPE inhibition; higher % means a stronger effect | CPE inhibition, % at 10 µM, or IC50 in µM where a hit was titrated | 310,000 tested, 0.13% active; in the data active means a potency from the dose series; inconclusive means CPE inhibition mostly from about 23% at the one dose, without a potency; inactive means the rest, 99 in 100 with CPE inhibition below about 21%; further: strong numbers were not always called active
Dengue-2 NS5 capping: flavivirus cap methylation enzyme inhibition – biochemical, confirmation dose response, primary screen (AID 588689). Dengue-2 NS5 methyltransferase capping enzyme assay, biochemical; higher % means a stronger effect. inhibition, % at 25 µM, or IC50 in µM where a hit was titrated. 340,000 tested, 0.3% active; in the data active means a potency from the dose series; inconclusive means inhibition above about 29% without an active follow-up result
GPR35 antagonists: inhibition of zaprinast-stimulated GPR35 beta-arrestin translocation – imaging, U2OS, beta-arrestin-GFP, zaprinast agonist, primary screen (AID 2058). 290,000 tested, 0.052% active. one-dose inhibition, % at 10 µM; IC50 in µM for titrated hits. U2OS GPR35 beta-arrestin-GFP translocation imaging, zaprinast antagonism; higher % means a stronger effect;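 active means inhibition of at least 50% with at least 30 cells and total cytoplasm GFP at most 10,000,000; inconclusive means under 30 cells or total GFP of 10,000,000 plus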
HIV fusion peptide: inhibitors of HIV fusion peptide binding, primary screen, biochemical, uHTS, fluorescence dequenching (AID 1986). cell-free peptide binding, fluorescence dequenching, 30 min; higher % means a stronger effect. one-dose inhibition, % at 20 µM; IC50 in µM for titrated hits. 290,000 tested, 0.3% active; in the data active means inhibition mostly above about 52%, no sharp cut-off; inactive means mostly below about 76%; further: some results filed as inactive read as strong as hits
GPR55 LPI antagonism: inhibition of LPI-stimulated GPR55 beta-arrestin translocation – imaging, U2OS, beta-arrestin-GFP, LPI agonist, primary screen (AID 2013) | U2OS GPR55 beta-arrestin-GFP translocation imaging, LPI antagonism; higher % means a stronger effect | one-dose inhibition, % at 10 µM; IC50 in µM for titrated hits | 290,000 tested, 0.13% active;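 active means spots per cell inhibited over 60%, with over 100 cells counted and total cytoplasm intensity under 500,000; inconclusive means wells with under 100 cells, flagged as likely toxic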;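 further: U2OS cells stably carrying GPR55 and arrestin-GFP stimulated by 5 µM LPI near EC80; imaged beta-arrestin-GFP aggregate spots per cell after agonist stimulation; plate controls were LPI-stimulated DMSO wells for no effect and DMSO wells without LPI for full effect; some results filed as inactive read as strong as hits; confirmed hits need IC50 under 10 µM and bright autofluorescent wells are also inconclusive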
Salmonella PhoP GFP: PhoP-dependent GFP reporter repression – Salmonella Typhimurium, primary screen (AID 1863) | S. Typhimurium PhoP-regulated promoter GFP reporter, 4 h; higher % means a stronger effect | one-dose inhibition, % at 50 µM; IC50 in µM for titrated hits | 300,000 tested, 0.16% active;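 active means inhibition over 29.93%, a cutoff 3 SD above the screen mean, later confirmed by dose response; inconclusive means inhibition over 29.93% but no dose response follow-up; inactive means inhibition at most 29.93% or unconfirmed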;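 further: 0% = low Mg2+ inducing control and 100% = high Mg2+ repressing control; strong numbers were not always called active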
Rac1 GTP hydrolysis: MgcRacGAP GTPase-activating activity inhibitors, confirmation, biochemical, ADP Hunter fluorescence | MgcRacGAP-stimulated Rac1 GTP hydrolysis, ADP Hunter fluorescence; higher % means a stronger effect; GST-tagged Rac1 F28L mutant substrate | one-dose inhibition, % at 30 µM; IC50 in µM for titrated hits | 340,000 tested, 0.6% active | AID 624330;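 active means first-screen hits whose inhibition reached a set limit at any dose in the follow-up dose series; inconclusive means inhibition above the set first-screen limit but never retested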;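 further: fluorescence reports GDP produced by GAP-driven GTP hydrolysis; strong numbers were not always called active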
Dengue-2 NS5 capping pilot replicate: further read-out of Dengue-2 NS5 capping, marked with its call; inhibition, %; measured here: pilot screen replicate inhibition
The depositor's hits bear a star; i = inactive; ? = inconclusive; / = not tested or not shown; [ ] = remark or other dose.

SMILES	UTI89 phage lysis	Large T inhibition	RSV antiviral HEp-2	Dengue-2 NS5 capping	GPR35 antagonists	HIV fusion peptide	GPR55 LPI antagonism	Salmonella PhoP GFP	Rac1 GTP hydrolysis	others
CSc1cccc(NC(=O)C2CCCN2S(=O)(=O)c2ccc(Br)s2)c1 (configuration not stated)	3.0%	11%	11%	-4%	-1%	-2.1%	10%	3%	0%
COc1ccc(Cc2nnc(SCC(=O)Nc3nc(C)cs3)o2)cc1	2.8%	0%	1.3%	2%	1%	0.6%	18%	1%	8%
COc1ccc(-n2ncc3c2CC(C)(C)CC3NC(=O)c2ccoc2C)cc1 (configuration not stated)	0.2%	22%	0.2%	-3%	2%	-0.4%	18%	9%	8%
COC(=O)c1nc2n(n1)C(c1cccc(Cl)c1)C1=C(CC(C)(C)CC1=O)N2 (configuration not stated)	0.3%	8%	1.7%	1%	5%	-2.5%	18%	2%	7%
CC(c1n[nH]c(=S)n1Cc1ccccc1)N(C)C (configuration not stated)	0.2%	8%	0.1%	-4%	-15%	0.3%	9%	4%	8%
Cc1ccc(S(=O)(=O)NCc2ccccc2)cc1C(=O)N(C)CC(=O)Nc1c(Cl)cccc1Cl	0.6%[50 µM]	10%	3.0%	0%	/	/	/	5%	7%
COC(=O)Cn1cnc2c1c(=O)n(C)c(=O)n2C	0.6%	2%	2.4%	4%	-3%	1.9%	2%	4%	2%
CCOc1ccc2oc(C(=O)N(C)CC(=O)Nc3ccc(OCC)c(OCC)c3)c(C)c2c1	-0.6%[50 µM]	9%	0.6%	-4%	/	/	/	6%	6%
O=C(c1n[nH]c2ccccc12)N1CCOCC1	0.1%	11%	0.1%	-4%	-3%	-0.9%	1%	-12%	7%
C[C@@H](CSc1ccc(Br)cc1)CN1CC[C@H](C(C)(C)C)CCC1=O	-0.2%	/	-1.2%	2%	/	/	/	/	2%
CCN(CC)CCn1c(OC)cc(=O)[nH]c1=O	-0.4%	5%	1.6%	-10%	-16%	-0.4%	3%	4%	1%
CN(c1ccc(C(=O)Nc2ccccn2)cc1)S(=O)(=O)c1ccccc1	-0.3%	1%	15%	-6%	-5%	-0.7%	-11%	-9%	2%
Cc1cc2nnc(SCC(=O)Nc3ccc(Cl)cc3)n2c(N)n1	0.2%	22%	2.6%	-8%	7%	0.1%	-2%	3%	7%
O=C(Nc1ccccc1)OC1C2CCC1C(N1CCCCC1)CC2 (configuration not stated)	0.4%	7%	-1.7%	-7%	-4%	1.6%	-2%	-9%	12%
CN1CCN(CCC(=O)N/N=C/C=C2\N(C)c3ccccc3C2(C)C)CC1	1.1%	16%	-0.6%	/	12%	-1.5%	2%	-1%	19%
O=C1CSC(c2ccccc2)N1CCc1ccccc1 (configuration not stated)	0.6%	24%	1.6%	1%	22%	-0.5%	5%	1%	7%
COc1ccc(C2/C=C\CN(C(=O)Oc3ccccc3)CC(=O)N2Cc2ccc(F)cc2)cc1 (configuration not stated)	-0.7%	/	/	-5%	-8%	1.4%	13%	0%	3%
O=C(O)C1C2C=CC(C2)C1C(=O)Nc1ccccc1Br (configuration not stated)	0.2%	1%	1.5%	-3%	9%	0.0%	-3%	-1%	8%
CC(=O)Nc1ccc(C(=O)COC(=O)CN2C(=O)NC3(CCCCC3C)C2=O)cc1 (configuration not stated)	1.0%[50 µM]	/	-0.2%	-2%	/	/	/	/	4%
O=C(O)c1nn(CCOc2ccc(Cl)cc2Cl)c(=O)c2ccccc12	-0.1%	26%	1.0%	2%	3%	0.4%	1%	-3%	7%
O=c1[nH]c(/C=C/c2cccc(Br)c2)nc2ccccc12	-1.4%	15%	1.6%	-1%	/	/	/	/	-10%
CC12CCC(=O)N1c1ccccc1C(=O)N2c1ccccc1 (configuration not stated)	0.6%	6%	1.2%	-6%	3%	2.1%	13%	7%	5%
NS(=O)(=O)c1ccc(CCNC(=O)CNCCc2ccc(C(F)(F)F)cc2)cc1	0.3%	7%	15%	-3%	17%	0.5%	-8%	-5%	24%
CCCC(=O)N1CCc2cc(OC)c(OC)cc2C1c1cc2cc3c(cc2[nH]c1=O)OCO3 (configuration not stated)	-0.2%	/	0.8%	-2%	/	/	/	/	11%
O=C(NCCCN1CCCC1)c1cccc(N2CCCC2=O)c1	0.3%	-3%	2.0%	4%	-6%	-1.3%	0%	5%	13%
(list continues)
SMILES	UTI89 phage lysis	Large T inhibition	RSV antiviral HEp-2	Dengue-2 NS5 capping	GPR35 antagonists	HIV fusion peptide	GPR55 LPI antagonism	Salmonella PhoP GFP	Rac1 GTP hydrolysis	others
COc1ccc(Cl)cc1C(=O)O/N=C(\N)c1ccc(Cl)cc1	-1.1%[50 µM]	5%	12%	6%	-19%	-1.2%	15%	-8%	-8%
O=C(N/N=C/c1cccc(Br)c1)c1ccc(Cn2cc(Br)cn2)o1	0.6%[50 µM]	10%	9.1%	1%	-32%	-1.2%	10%	7%	8%
CC1=NNC(=O)C1CCC(=O)N/N=C/c1ccccc1 (configuration not stated)	0.8%	17%	2.5%	5%	2%	-1.0%	-8%	-10%	10%
Cc1occc1C(=O)N1CCN(Cc2ccccc2)CC1	1.0%	14%	0.5%	-2%	-4%	5.8%	-1%	-2%	7%
CN(C)S(=O)(=O)c1ccc(C(=O)OCC(=O)Nc2ccccc2OC(F)F)cc1	-0.1%	2%	0.0%	-3%	9%	-1.4%	-8%	7%	-8%	Dengue-2 NS5 capping pilot replicate=2.1
COCCOc1ccc(C(F)(F)F)cc1NC(=O)c1ccc(F)cc1	0.0%[50 µM]	9%	0.1%	6%	-5%	0.2%	3%	-4%	8%
O=C(NCc1ncc(C(F)(F)F)cc1Cl)Nc1ccccc1	0.2%	26%	2.5%	-17%	31%	0.4%	-10%	-23%	/
COc1ccc(-c2nc(N)ncc2-c2ccc(OC)c(OC)c2)c(O)c1	-1.0%[50 µM]	1%	2.6%	5%	-3%	1.2%	-5%	-2%	11%
CSc1cccc(CN2CCC(Oc3cccc(C(=O)N4CCCC4)c3)CC2)c1	0.1%	3%	1.4%	-5%	4%	0.3%	-5%	0%	7%
O=C1SCC(c2ccc(Cl)cc2Cl)=NN1Cc1nnc(-c2ccccc2)o1	-0.3%	3%	?	-1%	-10%	2.2%	4%	-11%	9%
Cc1ccc(CSc2nc(N)cc(=O)[nH]2)cc1	0.1%	0%	16%	-3%	-2%	-0.3%	2%	-3%	16%
CC(=O)Nc1ccc2c(c1)nc(CCN1CCN(c3ccccn3)CC1)n2C	-0.3%[50 µM]	-1%	0.6%	4%	10%	2.1%	3%	11%	7%
O=C(NC1CCCC1)C(c1cccs1)N(Cc1ccco1)C(=O)Cn1nnc(-c2cccs2)n1 (configuration not stated)	i	13%	0.2%	-8%	12%	2.9%	0%	-2%	6%
O=C(NC(Cc1c[nH]c2ccccc12)C(=O)N/N=C/c1ccc(Br)cc1)c1cccs1 (configuration not stated)	0.3%	22%	-2.6%	-4%	-13%	4.7%	8%	1%	5%
O=C(COc1ccccc1)N=C1SC2CS(=O)(=O)CC2N1CCc1ccccc1 (configuration not stated)	0.1%	11%	3.5%	-8%	-11%	-1.2%	-2%	-11%	11%
CCN(CC)C(=O)CN(Cc1ccccc1)S(=O)(=O)c1ccc(F)cc1	0.6%	-2%	1.6%	2%	5%	3.6%	6%	9%	12%
CCN(CC)Cc1c(C(=O)N/N=C/c2cccnc2)nnn1-c1nonc1N	-0.3%	1%	0.6%	-21%	-5%	-0.1%	5%	-4%	5%
Cc1ccc(N(C(=O)c2csnn2)C(C(=O)NC2CCCCC2)c2ccccn2)c(C)c1 (configuration not stated)	-0.2%	6%	0.9%	-4%	2%	-0.4%	9%	8%	5%
O=C([C@H](Cc1ccccc1)N1C(=O)c2ccccc2C1=O)N1CCOCC1	-0.3%	1%	0.0%	7%	4%	-0.3%	12%	7%	1%
COc1ccc(C(=O)NNC(=O)CCc2ccccc2OC)cc1	0.0%	9%	1.2%	-5%	-1%	2.5%	3%	-10%	7%
COc1ccc(-n2cccc2C=O)cc1	-5.3%	3%	1.2%	-12%	7%	0.9%	2%	-8%	5%
Cc1c(-c2ccc(Cl)cc2)[n+](=O)c2c(n1[O-])CCCC2	-0.4%	16%	-1.1%	-13%	1%	-1.3%	8%	-3%	6%
Cc1cc(NC(=O)CSc2nnc(-c3ccncc3)n2N)ccc1Br	0.6%	6%	3.6%	-4%	-13%	-2.4%	-2%	11%	14%
O=C(Nc1ccc([N+](=O)[O-])cc1)c1cccc(S(=O)(=O)Nc2ccccn2)c1	-1.1%	3%	1.9%	-6%	8%	1.5%	-2%	4%	1%
CC(=O)c1ccc(Cc2ccc(C(C)=O)cc2)cc1	0.0%	3%	-0.1%	-5%	3%	-0.3%	-7%	2%	8%
Following part.
SMILES	UTI89 phage lysis	Large T inhibition	RSV antiviral HEp-2	Dengue-2 NS5 capping	GPR35 antagonists	HIV fusion peptide	GPR55 LPI antagonism	Salmonella PhoP GFP	Rac1 GTP hydrolysis	others
COc1ccc(C(=O)NC(=S)NNC(=O)c2cnccn2)cc1	1.1%	3%	2.2%	-7%	-9%	4.3%	-13%	?	2%
Cn1c(CNc2ccccc2)cc(=O)n(C)c1=O	6.0%	17%	-0.6%	-10%	3%	-0.6%	0%	0%	-4%
COc1ccc(COc2ccccc2C(N)=O)cc1F	-0.1%	7%	1.3%	-2%	7%	2.4%	13%	6%	8%
COc1ccccc1N=NC1C(=O)N(C(N)=S)N=C1C (configuration not stated)	-1.4%	11%	?	2%	-9%	-1.5%	7%	-1%	2%
CC(=O)OCC(=O)Nc1ccc(Cl)cc1Cl	0.4%	4%	1.2%	-2%	-1%	-3.2%	0%	23%	8%
COc1cccc(OCC(O)CN2CCN(c3ccc(Cl)cc3)CC2)c1 (configuration not stated)	0.0%	23%	-0.2%	1%	4%	0.6%	-6%	0%	2%
COc1cc(-c2nnc(SCC(=O)N3CCCC3)o2)cc(OC)c1OC	0.2%	0%	1.1%	-13%	0%	0.3%	-5%	-7%	9%
O=C(Nc1ccccc1C(F)(F)F)c1ccsc1	-0.1%	10%	0.9%	0%	0%	2.4%	-7%	-3%	5%
CC1CCC2C(=O)N(c3cccc(OS(=O)(=O)c4ccccc4)c3)C(=O)C2C1 (configuration not stated)	1.8%[50 µM]	4%	0.8%	2%	-4%	-1.8%	7%	-1%	5%
